GALK inh – blocks human galactokinase activity | P51570 | Potency, µM (highest dose often 57.5 µM), for the others: at the top dose activity change, negative = inhibition, usual class: inhibitors | Purified GALK, Kinase-Glo residual ATP luminescence | AID 1868 | actives 0.007% (n = 270,000); further: potency means the concentration at half of the fitted maximal effect; on the % scale 0 is the no-effect control and ±100 the full control effect
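Luminescence from leftover ATP (Ultra-Glo luciferase/luciferin) served as read-out after a 1 h room-temperature reaction of 5 nM GALK with 35 uM ATP and 100 uM galactose.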
USP2a inh – inhibitors of human ubiquitin-specific protease USP2a; O75604; USP2 core, Ub-CHOP2 coupled fluorogenic reporter, 485/531; Potency, µM (top dose mostly 38.3 µM), for the others: at the top dose activity change, negative = inhibition, actives largely listed as inhibitors; actives 0.01% (n = 330,000);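 further: potency means the concentration at half of the fitted maximal effect; plate controls were DMSO wells for no effect and full inhibition by NEM control for full effect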
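Deubiquitinase activity read as fluorescence (485/531 nm) after Ub-CHOP2 cleavage activates the enterokinase reporter on its substrate; USP2 core 10nM, Ub-CHOP2 and substrate 25nM each, 30min compound preincubation then 60min RT; data normalized to NEM, curves fitted.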
Mito fusion yeast – blocks mitochondrial division or promotes mitochondrial fusion. S. cerevisiae fusion-defective mutant growth rescue, CellTiterGlo 48 h. Potency, µM (series often up to 46.1 µM), inactives show at the highest dose growth rescue (activation), hits mostly activators. actives 0.23% (n = 320,000);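 further: potency means the concentration at half of the fitted maximal effect; % of control where 0% means no effect; nearly all actives have a fitted effect of over 45% in size; temperature-sensitive fusion mutants such as fzo1-1 at 37 °C on non-fermentable ethanol glycerol medium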
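S. cerevisiae fusion-defective temperature-sensitive mutants (e.g. fzo1-1, mgm1-5) grown 48 h at 37C in YPEG (ethanol/glycerol non-fermentable) medium with 23 nl compound per well; growth rescue read as CellTiterGlo luminescence.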
Menin MLL FP TR – menin-MLL binding inhibition, Texas Red mutant peptide; actives 0.23% (n = 270,000); Menin + Texas Red MLL mutant peptide, fluorescence polarization; O00255; Potency, µM (doses to about 61.6 µM), for the others: at the highest dose FP activity change, negative = inhibition, hits mostly inhibitors; active means well fitted inhibition curve with a large enough effect in the polarisation, with a control signal flat, not every such curve was filed as active; inconclusive means small, poorly fitted or top-dose-only effect, or effect the other way, or a change in a side signal; inactive means no such curve, though single readings can be large or run the other way; the % refers to the polarisation; further: potency means the concentration at half of the fitted maximal effect; % of control where 0% means no effect; many of its hits are not listed in these tables
hERG WT inh – inhibitors of human wildtype KCNH2 potassium channel. U2OS, BacMam KCNH2, thallium flux FluxOr; hits give low values. activity change, % at 1.84 µM. actives 0.37% (n = 340,000). AID 720551;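 active means maximum activity change below -70%; inconclusive means maximum activity change between -70% and -50%; inactive means maximum activity change above -50%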; further: on the % scale 0 is the no-effect control and ±100 the full control effect
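U2OS cells transduced with wild-type KCNH2 virus are loaded with FluxOr dye for 45 min, and thallium flux is measured in kinetic reads before and after stimulation buffer. Rate constants are normalized to DMSO controls.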
Eya2 inh – blocks the phosphatase activity of human Eya2. O00167. recombinant Eya2, OMFP fluorescence dephosphorylation (OMFP is methylfluorescein phosphate). Potency, µM (doses to about 76.9 µM), without a hit: at the top dose activity, negative = inhibition, hits mostly inhibitors. actives 0.006% (n = 330,000). AID 488837; further: potency means the concentration at half of the fitted maximal effect; on the % scale 0 is the no-effect control and ±100 the full control effect
Target sequence (O00167 whole entry, looked up): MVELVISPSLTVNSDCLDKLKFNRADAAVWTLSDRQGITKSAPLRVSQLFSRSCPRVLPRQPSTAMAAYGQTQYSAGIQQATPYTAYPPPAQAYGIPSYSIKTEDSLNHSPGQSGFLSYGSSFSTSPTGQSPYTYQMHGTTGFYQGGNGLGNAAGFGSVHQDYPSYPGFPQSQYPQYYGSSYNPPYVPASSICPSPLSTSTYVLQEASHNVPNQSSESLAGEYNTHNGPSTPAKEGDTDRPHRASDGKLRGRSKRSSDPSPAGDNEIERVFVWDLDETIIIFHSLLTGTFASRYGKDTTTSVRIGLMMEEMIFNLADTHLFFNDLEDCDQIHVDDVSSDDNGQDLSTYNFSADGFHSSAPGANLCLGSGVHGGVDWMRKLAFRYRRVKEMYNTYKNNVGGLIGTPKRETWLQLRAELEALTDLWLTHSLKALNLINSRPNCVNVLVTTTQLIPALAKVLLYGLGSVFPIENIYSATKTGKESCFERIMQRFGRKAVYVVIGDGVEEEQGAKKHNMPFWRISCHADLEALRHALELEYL
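Eya2 protein (added as 0.2 uM solution) was preincubated with compound for 10 min at ambient temperature in 50 mM HEPES pH 7.5, 50 mM NaCl, 5 uM MgCl2, 0.05% BSA, 1 mM DTT. OMFP (added at 50 uM) then reacted 10 min; fluorescence read at 485/525 nm.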
TSHR antagonist – antagonists of human thyroid stimulating hormone receptor; actives 0.2% (n = 330,000); activity change, negative = inhibition, % at 11.5 µM; P16473; TSHR-expressing cells, TSH-stimulated cAMP HTRF, 2 h; hits give low values;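 active means activity change below a set negative limit, meaning inhibition stronger than a set level, cut at about -70% in these data; inconclusive means activity change between two set negative limits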; further: on the % scale 0 is the no-effect control and ±100 the full control effect
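Cell-based HTRF cAMP assay; TSHR cells + compound, TSH EC80 (4nM final), 2 h, 37 deg C. Lysis with anti-cAMP cryptate and cAMP-d2, 30 min RT, read 665/620 nm.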
Chronic BCR inh – chronic active BCR signaling inhibition. AID 493014. actives 0.05% (n = 340,000). ABC-DLBCL IkBa-CBG/CBR reporter, luminescence ratio, 4 h. Potency, µM (doses to about 46.1 µM), for inactives: at the top dose ratio change, negative = lower green/red ratio, hits mostly inhibitors; active means well fitted inhibition curve with a large enough effect in the signal ratio, with a control signal flat, not every such curve was filed as active; inconclusive means small, poorly fitted or top-dose-only effect, or effect the other way, or a change in a side signal; the % refers to the signal ratio;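 further: potency means the concentration at half of the fitted maximal effect; plate controls were basal doxycycline-induced cells for no effect and cells given 10 µM MG132 for full effect; MG132 reads +100%, hits lower the ratio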
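TMD8 human ABC-DLBCL cells with doxycycline-inducible IκBα–green luciferase fusion and unfused red luciferase, in 0.5% FBS medium; compounds up to 46 uM, 4 h at 37C. Green/red luminescence ratio, filter-overlap corrected, fitted to concentration-response curves.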
S-ASM inh – inhibitors of human secretory acid sphingomyelinase | Potency, µM (doses to about 57.5 µM), for inactives: top-dose activity change, negative = inhibition, actives largely listed as inhibitors | P17405 | AID 504937 | actives 0.006% (n = 340,000) | placental ASM, HMU-PC fluorogenic substrate, 60 min; further: potency means the concentration at half of the fitted maximal effect
Target sequence (P17405 47-631 limits assumed): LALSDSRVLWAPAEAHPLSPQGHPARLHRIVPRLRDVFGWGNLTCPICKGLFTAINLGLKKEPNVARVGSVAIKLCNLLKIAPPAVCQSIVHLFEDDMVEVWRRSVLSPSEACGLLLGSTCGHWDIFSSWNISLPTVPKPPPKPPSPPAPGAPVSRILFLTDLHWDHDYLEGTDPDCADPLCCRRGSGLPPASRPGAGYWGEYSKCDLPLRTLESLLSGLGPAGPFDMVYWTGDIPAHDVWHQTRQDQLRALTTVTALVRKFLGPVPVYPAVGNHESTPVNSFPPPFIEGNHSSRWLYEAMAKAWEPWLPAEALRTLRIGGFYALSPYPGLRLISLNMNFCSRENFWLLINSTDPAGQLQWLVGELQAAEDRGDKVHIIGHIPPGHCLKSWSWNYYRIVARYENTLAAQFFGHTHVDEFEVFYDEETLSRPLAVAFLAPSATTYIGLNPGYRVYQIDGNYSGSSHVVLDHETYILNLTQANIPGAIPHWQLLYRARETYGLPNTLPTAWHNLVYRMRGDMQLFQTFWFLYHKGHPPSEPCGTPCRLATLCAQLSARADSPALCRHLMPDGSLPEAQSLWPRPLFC
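Steps: dispense placental human ASM, pin compound, wait 10 min at room temperature, add HMU-PC0 substrate at 9 uM final, incubate 60 min at 37 °C, add stop solution raising pH to 10, read fluorescence.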
PKM2 act – PKM2 (human) enzyme activation; P14618; purified PKM2, Kinase-Glo ATP luminescence, activation; response scale: 0% is enzyme alone, no compound; Potency, µM (series often up to 57.5 µM), inactives show top-dose activation, usual class: activators; actives 0.34% (n = 260,000); further: potency means the concentration at half of the fitted maximal effect; on the % scale 0 is the no-effect control and ±100 the full control effect; nearly all actives have a fitted effect of over 55% in size
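Purified hPK-M2 (>95% pure) converted ADP (0.1 mM final) to ATP with 0.5 mM PEP in 50 mM imidazole pH7.2, KCl, MgCl2, Tween 20, BSA; 1 h at room temperature. ATP detected by Kinase-Glo luminescence.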
MBNL1 CUG block – inhibitors of human MBNL1 binding to CUG repeat RNA; Q9NR56; TR-FRET MBNL1-His/biotin-(CUG)12 binding, 665/545 ratio; Potency, µM (doses to about 57.5 µM), for the others: at the top dose activity change, negative = inhibition, hits mostly inhibitors; actives 0.036% (n = 280,000); active means well fitted inhibition curve with a large enough effect in the signal ratio, with a control signal flat, not every such curve was filed as active; inconclusive means small, poorly fitted or top-dose-only effect, or effect the other way, or a change in a side signal; inactive means no such curve, though single readings can be large or run the other way; the % refers to the signal ratio; further: potency means the concentration at half of the fitted maximal effect; on the % scale 0 is the no-effect control and ±100 the full control effect
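Compounds (final 92 nM to 58 uM) are added to His-tagged MBNL1 and biotin-(CUG)12, then terbium anti-His antibody and streptavidin-XL665 (5 nM final). After 60 min at room temperature, the 665/545 nm ratio is read.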
Starred values were filed as active, the others as inactive; ? = inconclusive; nt = not tested or not shown; [ ] = remark or other dose. Unless noted, the call rests on the fitted dose curve; in most records, active means well fitted curve in the direction sought with a large enough effect; inconclusive means small, poorly fitted or top-dose-only effect, or another doubt; inactive means no such curve, though single readings can be large; an effect the other way counts as inactive or inconclusive. These rows are one share of the data; rates above refer to the full screens.

SMILES	GALK inh	USP2a inh	Mito fusion yeast	Menin MLL FP TR	hERG WT inh	Eya2 inh	TSHR antagonist	Chronic BCR inh	S-ASM inh	PKM2 act	MBNL1 CUG block
CCC1CN(C(=O)N2CCC(C(=O)NCc3ccccc3OC)CC2)c2ccccc2O1 (configuration not stated)	-9%	3%	3%	nt	10	-10%	3	0%	-2%	nt	-4%
CCCCCOC(=O)CSc1nc2c(c(=O)[nH]c(=O)n2C)n1CCc1ccccc1	2%	-2%	1%	?	8	6%	-12	-2%	-3%	-3%	0%
Cc1ccc(C(=O)NCC(c2cccs2)N(C)C)cc1S(=O)(=O)N1CCOCC1 (configuration not stated)	nt	-2%	4%	nt	-6	-4%	30	0%	5%	nt	nt
O=C(NCc1ccccc1)C1C(=O)N(Cc2ccccc2)C(=O)C1C1(O)CCCC1 (configuration not stated)	4%	0%	2%	-13%	-2	6%	-2	1%	3%	1%	-13%
O=C(NC1CC1)c1cc(=S)[nH]c2ccccc12	nt	3%	nt	nt	-15	5%	41	-1%	2%	nt	nt
Cc1ccc(Nc2c([N+](=O)[O-])ccc3nonc23)c(C)c1	2%	-2%	-13%	12%	1	2%	-5	0%	-3%	nt	?
Fc1ccc(-c2csc3nnc(SCc4cccnc4)n23)cc1	-10%	-1%	12%	-6%	-25	-5%	-4	8%	0%	4%	-3%
Cc1sc2ncnc(N3CCC(C(=O)Nc4ccccc4C(C)(C)C)CC3)c2c1C	nt	3%	18%	nt	-4	-38%	-11	-2%	-2%	nt	nt
CC#CCN1c2ccccc2[C@]23C[C@@H](C(=O)OC)N=C2NC(C(=O)OC)=C(C(=O)OC)[C@H]13	-2%	0%	2%	-16%[11.7 µM]	2	-7%	-5	1%	1%	-1%[11.5 µM]	-3%
CCOc1ccc(S(=O)(=O)n2cnc3ccccc32)cc1	-1%	0%	-1%	5%	0	12%	-1	-3%	-1%	1%	-9%
C/C(CC(=O)Nc1cccnc1)=N/NC(=O)COc1ccc(Cl)cc1Br	5%	0%	5%	nt	8	2%	9	0%	3%	-6%	-8%
Oc1ccc(CNC2CCCCC2)cc1	-2%	1%	-1%	22%	-18	11%	10	-15%	2%	6%	3%
Cc1ccc(C)c(NC(=O)Cn2nnc(C(=O)NCc3ccco3)c2N)c1	8%	4%	12%	29%	2	4%	25	-8%	2%	-2%[0.46 µM]	-4%
Cc1ccc(C(=O)CC2(O)C(=O)N(C)c3ccc(Br)cc32)c(C)c1 (configuration not stated)	2%	0%	7%	18%	-16	3%	2	12%	-3%	-4%	-13%
CC1CN(S(=O)(=O)c2cccc(C(=O)NNC(=O)C(C)Oc3ccccc3F)c2)CC(C)O1 (configuration not stated)	nt	-1%	-1%	nt	-3	-13%	1	-4%	-2%	nt	nt
COc1ccc(Cl)cc1NC(=O)C(C)N1CCc2ccccc21 (configuration not stated)	2%	3%	?	4%	-3	-8%	-5	11%	-4%	4%	11%
O=C(Nc1ccncc1)c1cc(-c2ccccn2)nc2ccc(Br)cc12	1%	3%	-2%	22%	-17	11%	5	-2%	-3%	-14%	10%
CN(c1ccccc1C(=O)NC1CCCCC1)S(=O)(=O)c1ccccc1	0%	4%	28%	-4%	1	-4%	-10	2%	0%	1%	-2%
Cc1[nH]c(C)c(S(=O)(=O)NCc2ccccc2Cl)c1C(=O)N1CCCC1	2%	1%	-7%	14%	-5	2%	14	0%	-1%	nt	-1%
COc1ccc(Cc2nnc(SCC(=O)NC(C)c3ccccc3)o2)cc1 (configuration not stated)	8%	-1%	-1%	-12%	-27	-10%	-5	0%	-2%	0%	-1%
Cc1ccc(S(=O)(=O)N2CCCCC2)cc1C(=O)NC1CC(C)(C)NC(C)(C)C1	nt	-2%	5%	nt	-6	-7%	6	-1%	-2%	nt	nt
Cc1c(Cl)cccc1NC(=O)CCC(=O)N/N=C/c1ccco1	1%	2%	-1%	-3%	-18	-8%	7	4%	3%	-7%	14%
Cc1nc(C(F)(F)F)nc(Nc2ccc(N=Nc3ccccc3)cc2)c1C#N	nt	2%	0%	10%	-2	1%	8	6%	1%	-1%	16%
CCCCC(CCC(=O)Nc1ccccc1C(=O)OCC)C(=O)O (configuration not stated)	0%	0%	0%	0%	4	-5%	6	-3%	3%	-4%	-6%
Cc1ccc(CN(C(=O)c2csnn2)C(C(=O)NC2CCCC2)c2ccc(C)o2)cc1 (configuration not stated)	-2%	-1%	2%	9%	4	-8%	10	?	-2%	-4%	3%
S=c1[nH]c(-c2ccccc2)cn1/N=C/c1ccccc1Br	4%	2%	0%	-27%	-2	4%	1	?	-3%	1%	0%
Cc1ccc(S(=O)(=O)N(CC(=O)N2CCCC2)C2CCCCC2)cc1	-1%	0%	4%	-13%	-10	-10%	-7	8%	-3%	11%	-17%
CCc1cccc(C)c1NC(=O)C1CCN(c2nn3c(=O)cc(C)nc3s2)CC1	1%	0%	0%	nt	-6	6%	10	-9%	2%	nt	-7%
Nc1nc(C23CC4CC(CC(C4)C2)C3)cs1	1%	3%	1%	-10%	0	17%	-11	13%	0%	-2%	-4%
Cc1ccc(-c2ccc(CCC(=O)O)n2-c2cccc(C(=O)O)c2)cc1	0%	0%	4%	-8%	-7	2%	-3	7%	19%	nt	3%
O=C(CSc1nc(-c2ccccc2)c(-c2ccccc2)o1)N1CCOCC1	0%	-1%	2%	nt	15	3%	2	17%	-6%	3%	7%
CCOC(=O)Cc1csc(NC(=O)c2ccncc2)n1	-3%	-1%	-2%	18%	-4	25%	1	-1%	4%	3%	-2%
Clc1ccc(N2COC3c4cccc5cccc(c45)C32)cc1 (configuration not stated)	0%	-4%	14%	4%	3	-15%	-10	2%	-7%	-6%	-11%
COc1ccc(NC(=O)C2CCCN(S(=O)(=O)c3ccc4c(c3)oc(=O)n4C)C2)c(OC)c1 (configuration not stated)	0%	-1%	0%	-9%	6	11%	-7	4%	-2%	-17%	5%
CCCCN(CC)C(=O)/C=C/c1cccc([N+](=O)[O-])c1	0%	3%	3%	-17%	2	-7%	-1	-1%	0%	-2%	?
COc1cc2c(C(=O)Nc3ccc4c(c3)OCO4)cn(CC(C)C)c(=O)c2cc1OC	0%	3%	2%	?	nt	-17%	-3	?	nt	8%	-4%
Cn1c(-c2ccc3c(c2)OCO3)cnc1NC(=O)CCC(=O)NCCc1ccccc1	4%	-1%	-3%	-4%	-9	22%	4	1%	0%	-8%	-8%
COc1ccc(NC(=O)NNS(=O)(=O)c2cc(C)ccc2C)cc1OC	-2%	2%	-1%	14%	-1	10%	-13	-2%	5%	10%	-12%
O=C(NCCCn1ccnc1)c1ccco1	0%	2%	-8%	17%	-13	8%	8	-9%	6%	-1%	2%
Cc1cc2ccccn2c1C(=O)c1nc(NCc2ccccc2)ncc1Cl	11%	-8%	0%	2%	nt	2%	15	-9%	-11%	nt	7%
Cc1ccnn1CC(=O)N/N=C/c1ccc([N+](=O)[O-])s1	0%	2%	-4%	nt	-4	-1%	-6	8%	0%	-4%	?
Cc1ccc(NC(=O)CN(C)C(=O)c2ccc(NS(=O)(=O)c3ccc4[nH]c(=O)[nH]c4c3)cc2)cc1	nt	-5%	-4%	nt	?	-13%	19	-6%	-5%	nt	nt
CC(C)[C@H](NC(=O)OCc1ccccc1)C(=O)N[C@@H](Cc1c[nH]c2ccccc12)C(=O)O	nt	1%	8%	nt	-4	-4%	-1	-4%	8%	nt	nt
CCC(C)NC(=O)CN(C1CCCCC1)S(C)(=O)=O (configuration not stated)	2%	3%	-6%	-2%	12	-5%	7	3%	4%	23%	-9%
CCN(CC(=O)Nc1c(F)cccc1F)C(=O)Cc1ccc(S(=O)(=O)N2CCOCC2)s1	nt	-1%	-9%	nt	-3	8%	1	3%	4%	nt	nt
Cc1ccc2nc(-c3ccc(O)cc3)c(Nc3ccc4c(c3)OCCO4)n2c1	0%	0%	4%	-3%[11.7 µM]	12	15%	6	?	446%[activator]	-1%	5%
COC(=O)C(Cc1cnc(Cl)s1)(C(=O)OC)c1ccc([N+](=O)[O-])cc1	-1%	0%	11%	8%	-1	18%	25	0%	-1%	1%	?
